# Source: PubChem (National Center for Advancing Translational Sciences (NCATS))
# GLP1R ag: agonists of human GLP-1 receptor. P43220. HEK293 GLP-1R CRE-luciferase, luminescence, 4-6 h; cells express a hypersensitive GLP-1R form. Potency, µM (doses to about 45.6 µM), without a hit: top-dose activation, most hits filed as activators. 0.007% of 380,000 active. AID 624172; note: potency is the fitted concentration of half-maximal effect; % of control where 0% means no effect
# Target sequence (P43220 whole entry, looked up): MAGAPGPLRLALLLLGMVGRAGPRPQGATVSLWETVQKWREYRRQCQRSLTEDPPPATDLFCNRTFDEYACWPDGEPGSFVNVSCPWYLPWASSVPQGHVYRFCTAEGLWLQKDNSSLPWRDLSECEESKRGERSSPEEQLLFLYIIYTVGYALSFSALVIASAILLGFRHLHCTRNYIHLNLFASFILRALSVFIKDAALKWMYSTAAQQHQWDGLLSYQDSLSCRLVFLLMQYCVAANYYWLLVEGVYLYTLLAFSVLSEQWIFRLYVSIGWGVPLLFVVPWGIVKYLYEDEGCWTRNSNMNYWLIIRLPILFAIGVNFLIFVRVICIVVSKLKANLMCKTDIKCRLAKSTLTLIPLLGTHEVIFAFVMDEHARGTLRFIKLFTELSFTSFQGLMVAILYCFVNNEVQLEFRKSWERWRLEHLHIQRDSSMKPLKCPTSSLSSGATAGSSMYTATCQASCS
# TDP-43 yeast inh: TDP-43 toxicity inhibition in yeast | TDP-43 expressing yeast growth rescue, BacTiter-Glo, 24 h | Potency, µM (titrated, usually from 46.1 µM), for the others: top-dose growth rescue (activation), most hits filed as activators | 1.8% of 410,000 active; note: potency is the fitted concentration of half-maximal effect; % of control where 0% means no effect; nearly all actives have a fitted effect of over 50% in size
#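 In this qHTS, compounds that restore growth of yeast expressing TDP-43 appear as activators. Cells (OD600=0.02, galactose medium, raffinose-pregrown) are incubated with compound 24 hr at 30 deg C and growth is quantified by BacTiter-Glo.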
# PTHR1 ag: agonists of human PTHR1 parathyroid hormone receptor | HEK293 GP2 PTHR1 cells, GloSensor cAMP luminescence, 1 h | Potency, µM (top dose mostly 115 µM), inactives show at the top dose activation, most hits filed as activators | 0.075% of 410,000 active; note: potency is the fitted concentration of half-maximal effect; nearly all actives have a fitted effect of over 55% in size; some results filed as inactive show a strong effect at the top dose; inactives centre near -15; many of its hits are not listed in these tables
#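 HEK-293-derived GP2 cells expressing PTHR1 and a GloSensor cAMP reporter, 3,000/well, plated overnight, given luciferin plus IBMX (each 0.5 mM as added) for 1 h at 37 °C, then compound for 1 h at 37 °C. Luminescence was read after 15 min at room temperature.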
# DRD3 agonist: D3 dopamine receptor (human) agonism; max activation, %; AID 652048; 0.58% of 410,000 active; P35462; D3R DiscoveRx beta-arrestin cells, luminescence, 90 min; in the data active = max activation above about 30%; note: 0% is about no effect; mostly tested at two doses, the higher about 12 µM
# Target sequence (P35462 whole entry, looked up): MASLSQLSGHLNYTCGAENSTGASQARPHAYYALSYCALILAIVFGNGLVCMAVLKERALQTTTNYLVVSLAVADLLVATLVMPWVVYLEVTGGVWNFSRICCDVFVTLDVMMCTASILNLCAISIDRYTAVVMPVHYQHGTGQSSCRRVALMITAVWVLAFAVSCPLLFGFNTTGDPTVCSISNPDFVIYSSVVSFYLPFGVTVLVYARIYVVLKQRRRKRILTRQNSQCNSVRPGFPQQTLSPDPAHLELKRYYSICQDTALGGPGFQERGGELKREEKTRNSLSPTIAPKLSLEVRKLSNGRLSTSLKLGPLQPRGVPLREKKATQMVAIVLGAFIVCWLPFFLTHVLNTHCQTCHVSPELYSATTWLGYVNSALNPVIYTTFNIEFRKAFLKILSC
#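 Agonist mode: compounds and dopamine controls were applied to plated cells for 90 min at 37 degrees C after an overnight attachment at 1500 cells/well. Luminescent read-out followed 30 - 60 minutes at room temperature with DiscoveRx detection reagent.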
# DRD3 antagonist: D3 dopamine receptor (human) antagonism. 2.5% of 360,000 active. max response, negative = inhibition, %. D3R cells, DiscoveRx beta-arrestin luminescence, antagonist mode; active compounds read low; in the data active = max response below about -50%; inconclusive = no clear call, values can overlap the other calls; note: % is set by controls: 0 for no effect and ±100 for the full control effect; mostly tested at two doses, the higher about 12 µM
#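 Cells plated overnight at 1500 cells/well, then exposed to library compounds with dopamine controls for 90 minutes at 37 degrees C. DiscoveRx reagent added for 30–60 minutes at room temperature; luminescence read, quantitative HTS format.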
# GLP1R inv ag: inverse agonists of human GLP-1 receptor; P43220; HEK293 GLP-1R CRE-luciferase, luminescence, 24 h; GLP-1R form is constitutively active; Potency, µM (highest dose often 38.3 µM), for the others: top-dose activity change, negative = inhibition, hits mostly inhibitors; 1.6% of 410,000 active; AID 624417; note: potency is the fitted concentration of half-maximal effect; % is set by controls: 0 for no effect and ±100 for the full control effect; nearly all actives have a fitted effect of over 55% in size
#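 Cells are plated, allowed 12 hours at 37 deg C, then treated with compounds for 24 hr before luciferase detection reagent is added and luminescence is read after 12 min at room temperature. The HEK293 line carries constitutively active GLP-1R with a cAMP-responsive reporter.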
# KB-V1 cytotox: kills drug-selected multidrug resistant KB-V1 cells; 3.4% of 400,000 active; KB-V1 MDR cells viability, CellTiter-Glo, 72 h; Potency, µM (series often up to 46.1 µM), inactives show at the highest dose activity change, negative = cytotoxicity, most hits filed as cytotoxic; note: potency is the fitted concentration of half-maximal effect; % is set by controls: 0 for no effect and ±100 for the full control effect; nearly all actives have a fitted effect of over 60% in size
#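 Following 72 h at 37 degrees C with compound, KB-V1 cell viability was read by CellTiter-Glo luminescence, medium being phenol-red-free DMEM plus 10% FBS; concentration-response parameters came from normalized, curve-fitted qHTS data.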
# GLP1R cytotox: cytotoxicity in counter-screen for GLP-1R inverse agonists; HEK293 cAMP-luciferase reporter cells, luminescence, 24 h; Potency, µM (top dose mostly 38.3 µM), inactives show top-dose activity change, negative = inhibition, usual class: inhibitors; 0.13% of 410,000 active; AID 624418;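 note: loss of luciferase light is scored as toxicity; potency is the fitted concentration of half-maximal effect; % is set by controls: 0 for no effect and ±100 for the full control effect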
#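 Step one: seed cells (200 cells/uL, DMEM with 10% Nu serum, 1% pen-strep). Step two: 12-hour incubation at 37 deg C. Step three: pin 23 nL compound, incubate 24 hr. Step four: add luciferase reagent, read luminescence 12 min later.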
# aSyn rescue: rescues yeast growth from alpha-synuclein toxicity; Yeast expressing alpha-synuclein, growth rescue, BacTiter-Glo, 24 h; Potency, µM (titrated, usually from 46.1 µM), for the others: top-dose growth rescue (activation), usual class: activators; 0.14% of 370,000 active; AID 652106; note: potency is the fitted concentration of half-maximal effect; % of control where 0% means no effect; nearly all actives have a fitted effect of over 65% in size
#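 Rescue of yeast growth: cells expressing toxic alpha-synuclein, induced in galactose at OD600 0.02, incubated with compound 24 h at 30 C. ATP luminescence quantified growth; inhibitors of toxicity appear as activators.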
# Active calls of the source: *; i = inactive; ? = inconclusive; . = no result given; [ ] = remark or other dose. Unless noted, calls come from the whole dose curve; as a rule, active = well fitted curve in the direction sought with a large enough effect; inconclusive = small, poorly fitted or top-dose-only effect, or another doubt; inactive = no such curve, though single readings can be large; an effect the other way counts as inactive or inconclusive. An excerpt. The share of hits here may be higher or lower than overall.
# Value order: GLP1R ag	TDP-43 yeast inh	DRD3 agonist	PTHR1 ag	aSyn rescue	GLP1R inv ag	GLP1R cytotox	DRD3 antagonist	KB-V1 cytotox
1) O=C(c1ccc(Cl)cc1)c1coc2ccc(O)cc12
  -0.9%	25.4%	-1.5	-16.3%[57.5 µM]	-2.0%	?	2.0%	-1.8	1.2%
2) COc1ccc(S(=O)(=O)n2ccnc2)c2cccnc12
  -1.7%	-4.8%	-4.2	i	-3.4%	11.3%	21.0%	-9.7	8.8%
3) COc1ccc(CN2CCC2(C)C(=O)Nc2ccc(OC)c(OC)c2)cc1 (stereo not given)
  14.4%	-2.6%	4.7	i	1.4%	21.4%	3.0%	8.7	?
4) C#CCn1c2ccccc2c(=O)n1C(C)CBr (stereo not given)
  20.9%	23.3%	1.6	i	1.8%	7.3%	6.7%	2.1	1.1%
5) COC(=O)[C@]1(Cc2ccccc2)N[C@H](CN(C)S(=O)(=O)c2ccc(-c3ccccc3)cc2)[C@@H]2C(=O)N(Cc3ccccc3)C(=O)[C@@H]21
  -2.7%	-5.7%	15.3	1.1%	7.4%	8.9%	0.4%	20.6	-18.2%
6) Cc1ccc(OCCC(=O)OCC(=O)Nc2cc(C)nn2-c2ccccc2)cc1
  0.2%	23.8%	-2.1	-5.4%	11.1%	1.5%	-2.6%	8.5	6.9%
7) Cc1c(C=O)c2ccccc2n1CC(=O)O
  8.6%	0.4%	2.1	i	-0.8%	12.8%	3.4%	7.7	-6.1%
8) CC1CCCC(NC(=O)c2ccc3c(c2)OCO3)C1C (stereo not given)
  10.4%	-1.9%	0.1	-2.8%	6.3%	?	1.1%	0.6	9.8%
9) CCn1c(SCC(=O)Nc2nccs2)nnc1-c1ccccn1
  0.1%	6.7%	-3.7	-17.1%	-1.3%	5.4%	6.0%	-10.3	-18.1%
10) CC(C)c1nnc(NC(=O)C2CCN(C(=O)Nc3ccccc3)CC2)s1
  8.6%	-8.4%	-0.8	i	-2.5%	17.2%	7.9%	5.7	8.5%
11) C=CCOc1ccc(/C=N/NC(=O)C2CCCC2)cc1OCC
  16.0%	22.1%	-1.6	-33.0%[inhibitor]	-8.5%	10.6%	3.1%	-12.2	3.2%
12) COc1ccccc1NS(=O)(=O)c1ccc(C)c(C(=O)NCC2CCCO2)c1 (stereo not given)
  -3.3%	3.3%	1.2	i	-12.9%	0.0%	-10.3%	0.5	-6.1%
13) COc1cccc(-c2cc(CNC(=O)[C@H]3O[C@@H](n4cnc5c(N)ncnc54)[C@H](O)[C@@H]3O)no2)c1
  -2.3%	22.5%	3.4	-5.2%	-1.1%	7.7%	-12.5%	14.8	14.4%
14) CC(C)OC(=O)c1c(N)n(CCCN2CCOCC2)c2nc3ccccc3nc12
  5.1%	-1.2%	0.5	i	-6.1%	3.8%	344.3%[activator]	5.9	5.2%
15) CN(C)c1c(F)cc(-c2nn[nH]n2)cc1F
  -7.0%	6.2%	-2.5	-24.9%	2.4%	-0.8%	-25.8%	1.4	13.3%
16) Cc1[nH]ccc(=O)c1OCC(=O)O
  -4.7%	7.6%	1.1	-16.9%	-0.9%	18.1%	4.8%	20.2	6.6%
17) CC1CCCC(C)N1S(=O)(=O)c1ccc(NC(=O)CNCC2CCCO2)cc1 (stereo not given)
  5.2%	-25.9%	-2.8	i	2.2%	-17.0%	5.1%	-23.6	?
18) Cc1cc(NC(=O)CN2C(=O)S/C(=C\c3ccccc3)C2=O)no1
  1.5%	-20.7%	3.7	i	-3.6%	11.9%	14.0%	-17.2	-23.2%
19) CCNC(=S)N(Cc1cccs1)Cc1cc2cc(OCC)ccc2[nH]c1=O
  5.2%	12.9%	2.5	-21.3%	1.3%	-16.2%	-5.5%	-12.9	11.6µM*
20) CC(=O)Nc1ccc(CC(=O)NCCC(c2ccccc2)c2ccccc2)cc1
  ?	-13.3%	-7.3	i	-0.9%	?	?	-3.9	-2.2%

# Value order: GLP1R ag	TDP-43 yeast inh	DRD3 agonist	PTHR1 ag	aSyn rescue	GLP1R inv ag	GLP1R cytotox	DRD3 antagonist	KB-V1 cytotox
21) O=C(CCCSc1ccccc1)Nc1nc(-c2ccccn2)cs1
  -15.3%	-64.5%[inhibitor]	1.7	-15.1%[57.5 µM]	?	?	?	-15.6	0.0%
22) Cc1nn(CC(=O)N2CCCCCC2)c(=O)c2cc3occc3n12
  5.8%	-3.3%	5.0	-17.0%	4.2%	-6.5%	-15.1%	-2.5	5.4%
23) O=c1c2ccccc2nnn1Cc1ccc(Br)cc1
  12.3%	?	3.1	-6.1%	10.1%	-3.0%	-4.2%	-16.1	13.6%
24) Cc1ccc(C2=NOC(C)(c3sc(-c4ccc(Cl)cc4)nc3C)C2)cc1 (stereo not given)
  0.0%	21.2%	6.3	-8.2%	-5.4%	20.8%	8.9%	-5.0	7.4%
25) NS(=O)(=O)c1ccc(NC(=O)CSc2nc3ccccc3nc2N2CCOCC2)cc1
  11.3%	0.0%	1.9	i	2.2%	5.3%	-8.0%	14.4	0.0%
26) CC(C)(C)c1ccc(C(=O)NN2CCOCC2)cc1
  -1.0%	5.5%	17.8	-3.2%	5.1%	18.7%	11.4%	14.7	17.1%
27) CC1(C(=O)Nc2cccc3ncccc23)CCN1C(=O)CCc1ccccc1 (stereo not given)
  8.5%	20.4%	-4.0	16.4%	0.7%	8.8%	-8.0%	0.0	-2.6%
28) Cc1cc(C(=O)NNC(=S)NCc2ccco2)nn1C
  -12.9%	-10.8%	0.9	-20.5%	15.0%	15.7%	26.8%	10.4	0.0%
29) Cc1nc(Nc2c(Cl)cccc2Cl)sc1C(=O)Nc1ccccc1
  6.2%	?	4.8	-0.4%	-0.6%	?	8.2%	-3.1	-2.6%
30) Cc1cccc(NC(=S)NNC(=O)COc2ccc(Cl)cc2Cl)c1
  6.5%	9.3%	-2.2	-3.1%	-5.8%	-20.2%	-15.8%	5.2	-0.7%
31) Fc1ccccc1CSc1nnc2ccc(-c3ccncc3)nn12
  17.3%	-14.4%	1.5	14.7%	-5.0%	264.7%[activator]	2.1%	-8.6	-8.9%
32) COC(C[C@@H](O)C[C@@H](O)[C@H](C)OCc1ccccc1)OC
  0.8%	10.7%	-8.0	-11.5%	-1.2%	3.3%	-30.3%	-0.3	-19.0%
33) Cc1nn(CC(=O)NCCc2cccs2)c(=O)c2cc3ccccc3n12
  0.9%	4.0%	-14.8	i	-0.4%	15.6%	-32.3%	8.3	-3.0%
34) O=C(Nc1ccccc1)c1ccc(S(=O)(=O)N2CCOCC2)cc1
  0.5%	5.4%	-5.1	-38.4%[inhibitor]	-0.3%	0.0%	-0.2%	1.6	-2.1%
35) O=C(NCC1CC1)c1csc(COCCO)n1
  -4.0%	-12.0%	-1.6	-6.0%	0.9%	1.1%	4.6%	-21.5	-9.0%
36) Cn1c(N)c(C(=O)CSc2nc3ccccc3n2-c2ccccc2)c(=O)n(C)c1=O
  -9.1%	-27.2%	3.7	-12.4%[57.5 µM]	-1.8%	-1.2%	-5.1%	?	-5.9%
37) CC(OC(=O)c1cccc(S(=O)(=O)N(C)C)c1)C(=O)NCC(=O)Nc1ccc(F)c(F)c1F (stereo not given)
  5.6%	12.5%	-8.6	-87.6%[inhibitor]	1.3%	-1.4%	8.0%	-8.6	-25.9%
38) c1ccc2c(c1)CC1(CCCC1)n1nnnc1-2
  -0.5%	-5.5%	-7.1	-17.4%	-1.0%	-8.0%	-31.1%	22.6	0.1%
39) Cc1ccc(Cl)cc1N1CCN(C(c2ccc(F)cc2)c2nnc(-c3ccccc3)o2)CC1 (stereo not given)
  .	2.8%	-5.7	-24.7%	.	?	7.9%	.	-1.8%
40) O=C(C1CCCN(S(=O)(=O)c2cccs2)C1)N1CCc2ccccc2C1 (stereo not given)
  3.9%	11.7%	-11.2	-32.5%[inhibitor][57.5 µM]	1.4%	?	0.2%	3.1	-21.3%

# Value order: GLP1R ag	TDP-43 yeast inh	DRD3 agonist	PTHR1 ag	aSyn rescue	GLP1R inv ag	GLP1R cytotox	DRD3 antagonist	KB-V1 cytotox
41) CCCC(=O)Nc1ccc(C(=O)NNC(=O)c2cccc([N+](=O)[O-])c2)cc1
  -0.1%	-29.7%	-2.6	-0.4%	6.3%	24.0%	-6.7%	-3.0	6.2%
42) CCCn1nc(NC(=O)CC)c2cc3cccc(C)c3nc21
  -10.4%	-8.5%	-1.1	-3.4%	0.4%	?	153.8%[activator]	31.4	9.7%
43) CC(=O)Nc1ccc2[nH]c(C)c(CC=C(Cl)Cl)c(=O)c2c1
  -1.5%	-8.0%	4.4	-22.7%	1.8%	4.9%	-3.9%	-6.3	14.2%
44) COC(=O)c1ccc2c(c1)C(C)(C)C(/C=C/c1ccccc1O)=[N+]2C
  -23.0%	-48.6%[inhibitor]	-44.1	-17.9%[57.5 µM]	-33.8%[inhibitor]	?	10µM*	?	?
45) Cc1cc(NS(=O)(=O)c2ccc(NC(=O)/C=C/c3ccc(C)o3)cc2)nc(C)n1
  -2.9%	-8.1%	-3.4	-10.3%	-1.3%	12.9%	4.2%	-2.9	-1.4%
46) CCN(CC)S(=O)(=O)c1ccc(S(=O)(=O)Nc2ccc(C(=O)N3CCCC3)cc2)cc1
  8.2%	-13.2%	-12.6	i	4.0%	1.4%	5.2%	-56.4*	-0.4%
47) CCOC(=O)Cc1cnc(NC(=O)CSc2nc(N)cc(=O)[nH]2)s1
  5.9%	-6.5%	3.3	i	1.7%	11.6%	0.0%	-10.2	31.4%
48) CCOc1cc(NC(=S)NCCCN2CCOCC2)c(OCC)cc1NC(=O)c1ccccc1
  7.6%	-11.0%	1.1	i	0.2%	2.3%	-10.7%	-8.4	-22.9%

# As entered above.
# Value for `CCCn1nc(NC(=O)CC)c2cc3cccc(C)c3nc21` in PTHR1 ag: -3.4%
# Value for `CCOc1cc(NC(=S)NCCCN2CCOCC2)c(OCC)cc1NC(=O)c1ccccc1` in TDP-43 yeast inh: -11.0%
